From PubChem
Tb PGK inh = blocks T. brucei phosphoglycerate kinase; P07378; PGK/GAPDH coupled, Kinase-Glo luminescence, 60 min; Potency, µM (series often up to 57.5 µM), without a hit: at the highest dose activity change, negative = inhibition, hits mostly inhibitors; hit rate 0.043% among 380,000; AID 602233; note: potency is the fitted concentration of half-maximal effect; % is set by controls: 0 for no effect and ±100 for the full control effect; nearly all actives have a fitted effect of over 60% in size
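Recombinant glycosomal PGK reaction used 1,3-bisphosphoglycerate generated in-well by GAPDH (100nM final) in 100mM TEA pH 7.6, 5mM MgCl2, 0.01% Tween-20. After 60 minutes at room temperature, ATP was read by Kinase-Glo Plus luminescence end-point.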
G9a inh = G9a (human) methyltransferase inhibition; Potency, µM (top dose mostly 102 µM), inactives show top-dose activity, negative = inhibition, hits mostly inhibitors; hit rate 8.8% among 350,000; G9a H3K9 monomethylation, AlphaScreen, 2 h; note: potency is the fitted concentration of half-maximal effect; % is set by controls: 0 for no effect and ±100 for the full control effect; nearly all actives have a fitted effect of over 75% in size
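Readings reflect AlphaScreen signal from monomethyl-H3K9 antibody detection. HMT at 20 nM; substrate b-H3K9 500 nM; cofactor SAM 20 uM; 2 h RT reaction; compounds tested as titrations in qHTS with 15 min preincubation.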
GLS inhibitor = blocks human kidney-isoform glutaminase activity; O94925; GLS enzymatic activity, qHTS titration; Potency, µM (doses to about 45.5 µM), for the others: top-dose activity change, negative = inhibition, most hits filed as inhibitors; hit rate 0.21% among 410,000; note: potency is the fitted concentration of half-maximal effect; % is set by controls: 0 for no effect and ±100 for the full control effect
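hKGA in 45 mM KH2PO4 pH 8.2, 0.02% Tween-20 with pin-transferred compounds; 1 mM L-glutamine (stock) plus glutamate oxidase/HRP/Amplex Red coupling added. Fluorescence read initially and after 30 min at RT.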
PI4K2A block = PI4K2A (human) kinase inhibition; Q9BTU6; purified PI4K2A, ADP-Glo luminescence, 1 h; hits give low values; activity change, negative = inhibition, % at 76.9 µM; hit rate 0.13% among 420,000; in the data active = activity change below about -50%; inconclusive = mostly about -30% to -49%;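 note: -100% = wells without enzyme as full effect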
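In this quantitative HTS, ADP production by PI4K2A was quantified luminescently after 1 h at ambient temperature; 100 microM adenosine served as plate-quality control.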
Pin1 inhibitor = human Pin1 inhibition; Q13526; hit rate 0.009% among 390,000; AID 504891; Pin1 FP peptide displacement, HiFluor488, 10 min; Potency, µM (top dose mostly 115 µM), for the others: at the top dose activity, negative = inhibition, actives largely listed as inhibitors; active = well fitted inhibition curve with a large enough effect in the polarisation, with a control signal flat, not every such curve was filed as active; inconclusive = small, poorly fitted or top-dose-only effect, or effect the other way, or a change in a side signal; inactive = no such curve, though single readings can be large or run the other way; the % refers to the polarisation; note: potency is the fitted concentration of half-maximal effect; % is set by controls: 0 for no effect and ±100 for the full control effect
Target sequence (Q13526 whole entry, looked up): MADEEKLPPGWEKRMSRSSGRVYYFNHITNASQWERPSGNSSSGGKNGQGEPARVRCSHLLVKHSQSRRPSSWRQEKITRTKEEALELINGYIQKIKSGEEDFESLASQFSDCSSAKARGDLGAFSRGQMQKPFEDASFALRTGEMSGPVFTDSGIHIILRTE
JMJD2A Tudor inh = inhibitors of human JMJD2A Tudor domain. O75164. hit rate 4.4% among 390,000. AlphaScreen JMJD2A-Tudor / H3K4me3 peptide binding. Potency, µM (highest dose often 114 µM), for the others: at the highest dose activity change, negative = inhibition, actives largely listed as inhibitors; note: potency is the fitted concentration of half-maximal effect; % is set by controls: 0 for no effect and ±100 for the full control effect; nearly all actives have a fitted effect of over 50% in size
BAZ2B block = inhibitors of human BAZ2B bromodomain. hit rate 4.4% among 360,000. AID 504333. AlphaScreen BAZ2B-H3K14Ac peptide displacement. Potency, µM (titrated, usually from 114 µM), for the others: at the highest dose activity change, negative = inhibition, hits mostly inhibitors. Q9UIF8; note: potency is the fitted concentration of half-maximal effect; % is set by controls: 0 for no effect and ±100 for the full control effect; nearly all actives have a fitted effect of over 60% in size
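AlphaScreen luminescence quantifies BAZ2B engagement of H3K14Ac peptide; the protein and biotinylated peptide are both at 50 nM final, buffer PBS pH 7.4 with 0.01% Tween-20, all steps at room temperature.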
HP1b binding inh = inhibitors of HP1-beta chromodomain binding to methylated histone tails | hit rate 0.56% among 390,000 | P83916 | AlphaScreen HP1-beta / biotin-H3K9me3 peptide binding | AID 540317 | Potency, µM (top dose mostly 114 µM), without a hit: at the highest dose activity change, negative = inhibition, most hits filed as inhibitors; note: potency is the fitted concentration of half-maximal effect; nearly all actives have a fitted effect of over 70% in size; inactives centre near 23
Target sequence (P83916 whole entry, looked up): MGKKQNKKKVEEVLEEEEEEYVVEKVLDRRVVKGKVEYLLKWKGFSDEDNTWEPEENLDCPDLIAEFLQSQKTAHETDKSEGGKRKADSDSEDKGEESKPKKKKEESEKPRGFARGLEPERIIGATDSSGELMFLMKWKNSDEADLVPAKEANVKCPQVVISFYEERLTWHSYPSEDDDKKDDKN
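AlphaScreen: HP1-beta (50 nM) preformed 30 min with biotin-H3(1-18)K9me3 peptide (50 nM) in PBS pH 7.4, 0.01% Tween-20. Compound added for 30 min at RT, then streptavidin donor/nickel chelate acceptor beads (10 ug/mL) for 30 min.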
POLH inh = DNA polymerase eta (human) inhibition. Potency, µM (highest dose often 114 µM), for inactives: at the top dose activity change, negative = inhibition, actives largely listed as inhibitors. Q9Y253. hit rate 1.2% among 390,000. recombinant Pol eta, fluorescent DNA replication assay; note: potency is the fitted concentration of half-maximal effect; % is set by controls: 0 for no effect and ±100 for the full control effect
Target sequence (Q9Y253 whole entry, looked up): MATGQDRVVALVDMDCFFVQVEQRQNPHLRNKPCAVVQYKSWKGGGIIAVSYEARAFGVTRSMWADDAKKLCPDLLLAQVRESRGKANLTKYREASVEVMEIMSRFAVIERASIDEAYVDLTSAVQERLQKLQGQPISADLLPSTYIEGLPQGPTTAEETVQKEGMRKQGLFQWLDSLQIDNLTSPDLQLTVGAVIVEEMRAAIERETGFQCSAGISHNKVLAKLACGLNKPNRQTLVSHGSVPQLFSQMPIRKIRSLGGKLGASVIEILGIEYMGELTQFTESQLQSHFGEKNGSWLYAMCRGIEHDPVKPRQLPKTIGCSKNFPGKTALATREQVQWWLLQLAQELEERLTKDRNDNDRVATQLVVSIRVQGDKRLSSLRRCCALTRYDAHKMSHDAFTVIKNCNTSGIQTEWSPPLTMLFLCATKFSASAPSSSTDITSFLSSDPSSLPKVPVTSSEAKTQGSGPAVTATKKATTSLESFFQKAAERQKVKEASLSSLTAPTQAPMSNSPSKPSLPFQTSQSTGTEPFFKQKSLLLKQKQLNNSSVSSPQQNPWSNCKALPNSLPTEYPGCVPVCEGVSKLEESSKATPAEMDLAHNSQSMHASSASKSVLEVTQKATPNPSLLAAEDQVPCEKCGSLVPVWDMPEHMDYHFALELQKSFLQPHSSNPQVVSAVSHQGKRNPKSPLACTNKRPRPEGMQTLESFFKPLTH
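Fluorescent replication assay: 50 nM final substrate added after a 15 min room-temperature compound preincubation with 10 nM enzyme. Signal taken at 0 min and again at 10 min.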
The depositor's hits bear a star; i = inactive; ? = inconclusive; / = no result given; & = joins results of further samples; [ ] = remark or other dose. Unless noted, calls come from the whole dose curve; as a rule, active = well fitted curve in the direction sought with a large enough effect; inconclusive = small, poorly fitted or top-dose-only effect, or another doubt; inactive = no such curve, though single readings can be large; an effect the other way counts as inactive or inconclusive. A portion of the library (hit frequency here may not be typical).

| mol | Tb PGK inh | G9a inh | GLS inhibitor | PI4K2A block | Pin1 inhibitor | JMJD2A Tudor inh | BAZ2B block | HP1b binding inh | POLH inh |
| --- | --- | --- | --- | --- | --- | --- | --- | --- | --- |
| O=[N+]([O-])c1ccccc1/C=C/C=N/Nc1nc(N2CCCCC2)nc(N2CCCCC2)n1 | -1% | 40µM* | 5% | -2 | 0% | ? | ? | ? | -4% |
| Cc1cccc(S(=O)(=O)Nc2ccc(-n3c(C)nc4ccccc4c3=O)cc2)c1 | -4% | -23% | -2% | 4 | ? | -8% | 4% | 23% | -18% |
| C/C(=N\NC(=O)Cc1ccc(Cl)cc1)c1ccc(F)cc1 | i | 11% | -2% | 5 | 1% | -17% | -5% | 15% | -4% |
| COc1ccc(C(C#N)N2CCOCC2)cc1 (centres undefined) | i | 21%[59 µM] | 10% | 4 | -6% | -2% | 7% | 35% | 0% |
| COc1cccc(/C=N/NC(=S)Nc2cccc(C(=O)O)c2)c1O | -13% | 40µM* | ? | -16 | -7% | 16µM* | / | 41% | -1% |
| CC1=C(C(=O)N(C)C)CC(CC(=O)NC2CC2)C(=O)N1Cc1ccc(C(C)(C)C)cc1 (centres undefined) | i | / | 1% | -6 | / | / | / | / | -6% |
| O=C(Nc1cc([N+](=O)[O-])ccc1N1CCCC1)c1ccco1 | -9% | 50µM* | -8% | 0 | 2% | -16% | -11% | 5% | -22% |
| Cc1cc(NC(=O)CN2CCC(O)CC2)nc2c1c(=O)oc1ccccc12 | -2% | 5%[59 µM] | -21% | -9 | 2% | -14% | 2% | 33% | -17% |
| CCN1CCN(CCCNC(=O)c2ccc3c(c2)sc2nc(-c4ccc(C)cc4)cn23)CC1 | 0% | 11%[59 µM] | 3% | -2 | -7% | 1% | -2% | 23% | -12% |
| N#C/C(=C/c1ccc(F)cc1)c1nnc(NC(=O)c2ccccc2)s1 | -9% | 33%[59 µM] | 1% | 0 | 5% | -5% | 4% | 37%[activator] | 0% |
| CCn1c(=O)c2cc(C(=O)NC(C)C)sc2c2ccccc21 | -12% | 22%[59 µM] | 2% | -1 | -2% | -11% | -3% | 18% | -23% |
| CCCCC(=O)Nc1c(-c2cccc(OC)c2)c(=O)c2ccccc2n1C | 2% | 0% | 0% | 1 | 1% | -4% | -1% | 24% | 1% |
| N=c1c(C(=O)NCc2ccco2)cc2c(=O)n3ccccc3nc2n1Cc1ccccc1 | -1% | -7%[12.7 µM] | ? | -12 | ? | -10% | -30% | 38% | ? |
| C/C(Cc1ccccc1)=N\NC(=O)CNC(=O)/C=C\c1ccccc1 | 9% | -42% | 7% | 1 | 0% | -14% | ? | 18% | 3% |
| COc1cc(SC)ccc1C(=O)OCC(=O)NCCNC(=O)COC(=O)c1ccc(SC)cc1OC | -4% | / | 0% | 0 | -6% | -28% | -5% | 20% | -10% |
| C=CCNc1nc(C(=O)OCC)nc2ccccc12 | -7% | -11% | 0% | 1 | -5% | -14% | -21% | 13% | 9% |
| O=C(NCCc1ccc(Cl)cc1)c1cnc2sc(N3CCOCC3)nn2c1=O | -5% | -6%[59 µM] | -1% | 1 | -1% | -13% | -3% | 8% | -4% |
| O=C(NNC(=S)NC(=O)c1ccccc1)c1ccc([N+](=O)[O-])cc1 | -9% | 48%[0.501 µM] | 25% | -9 | -4% | -26% | 5% | 0% | 3% |
| O=C(O)c1ccc(NS(=O)(=O)c2cc(Cl)ccc2Cl)cc1O | -3% | 13%[59 µM] | 39%[activator] | -3 | -2% | -8% | 1% | 18% | -11% |
| Cc1cc(C(C)(C)CC(C)(C)C)ccc1OCCOCC[N+](C)(C)Cc1ccccc1 | -6% | -51%[2.33 µM] | -3%&-16% | -1 | 13% | -26% | 0% | 8% | -13% |
| CCOc1cccc(CN2CCC(n3nccc3NC(=O)C3CCCC3)CC2)c1 | -6% | 1% | -11% | -10 | 20% | -28% | -26% | 3% | -16% |
| O=C(O)c1ccc2c(c1)C(=O)N(CCc1ccccc1)C2=O | -9% | 0%[0.501 µM] | -2% | 7 | -9% | -8% | -17% | 24% | -24% |
| COC(CNC(=O)C1CCN(S(=O)(=O)c2cccc3nsnc23)CC1)OC | i | 8% | 2% | -2 | -10% | 13% | 3% | 70%[activator] | -6% |
| O=C(CSc1nnc(NC(=O)c2ccc(F)cc2)s1)NC1CCCC1 | -9% | ? | 10% | 0 | 1% | -20% | 0% | -14% | 1% |
| O=C(CSc1nc2cc([N+](=O)[O-])ccc2n1-c1ccccc1)NCc1ccc2c(c1)OCO2 | -2% | ? | -3% | -2 | 12% | -8% | -20% | 16% | -14% |
| CCCCCSc1nc2c(c(=O)[nH]c(=O)n2C)n1C | 0% | 2% | -4% | 1 | 1% | -25% | -4% | 21% | -6% |
| CCc1ccccc1NC(=S)NNC(=O)c1ccccc1Cl | 3% | -33% | -4% | -5 | 1% | -14% | -18% | 26% | 2% |
| CC(C)Cn1cnc2c(N)nc3ccccc3c21 | 1% | 8% | 10%&5% | 0 | 1% | -6% | 4% | 25% | -6% |
| COC(=O)C1=C(C(=O)OC)[C@@H]2N(Cc3ccccc3)c3ccccc3[C@@]23C[C@@H](C(=O)OC)N(C(=O)C2CCC2)C3=N1 | -2% | / | 0% | 4 | -4% | -26% | / | -4% | -10% |
| Cc1ccc(OCC(=O)N/N=C/C=C/c2ccco2)cc1C | 5% | 40µM* | 0% | -19 | 1% | -34% | ? | -19% | -8% |

Ten entries from above in a different format.
Tb PGK inh	G9a inh	GLS inhibitor	PI4K2A block	Pin1 inhibitor	JMJD2A Tudor inh	BAZ2B block	HP1b binding inh	POLH inh	Compound
-3%	13%[59 µM]	39%[activator]	-3	-2%	-8%	1%	18%	-11%	O=C(O)c1ccc(NS(=O)(=O)c2cc(Cl)ccc2Cl)cc1O
-6%	-51%[2.33 µM]	-3%&-16%	-1	13%	-26%	0%	8%	-13%	Cc1cc(C(C)(C)CC(C)(C)C)ccc1OCCOCC[N+](C)(C)Cc1ccccc1
-6%	1%	-11%	-10	20%	-28%	-26%	3%	-16%	CCOc1cccc(CN2CCC(n3nccc3NC(=O)C3CCCC3)CC2)c1
-9%	0%[0.501 µM]	-2%	7	-9%	-8%	-17%	24%	-24%	O=C(O)c1ccc2c(c1)C(=O)N(CCc1ccccc1)C2=O
i	8%	2%	-2	-10%	13%	3%	70%[activator]	-6%	COC(CNC(=O)C1CCN(S(=O)(=O)c2cccc3nsnc23)CC1)OC
-9%	?	10%	0	1%	-20%	0%	-14%	1%	O=C(CSc1nnc(NC(=O)c2ccc(F)cc2)s1)NC1CCCC1
-2%	?	-3%	-2	12%	-8%	-20%	16%	-14%	O=C(CSc1nc2cc([N+](=O)[O-])ccc2n1-c1ccccc1)NCc1ccc2c(c1)OCO2
0%	2%	-4%	1	1%	-25%	-4%	21%	-6%	CCCCCSc1nc2c(c(=O)[nH]c(=O)n2C)n1C
3%	-33%	-4%	-5	1%	-14%	-18%	26%	2%	CCc1ccccc1NC(=S)NNC(=O)c1ccccc1Cl
1%	8%	10%&5%	0	1%	-6%	4%	25%	-6%	CC(C)Cn1cnc2c(N)nc3ccccc3c21

Remaining list, next part.
| mol | Tb PGK inh | G9a inh | GLS inhibitor | PI4K2A block | Pin1 inhibitor | JMJD2A Tudor inh | BAZ2B block | HP1b binding inh | POLH inh |
| --- | --- | --- | --- | --- | --- | --- | --- | --- | --- |
| COc1ccccc1CNC(=O)C(CCSC)NC(=O)c1cccc(S(=O)(=O)N2CCOCC2)c1 (centres undefined) | -3% | / | 3% | 7 | -4% | -23% | / | -3% | -15% |
| CCc1ccccc1NC(=O)CSc1nc2c(oc3ccccc32)c(=O)n1-c1ccccc1 | -15% | 8%[59 µM] | 8% | -1 | 43%[activator] | -14% | 2% | 17% | -13% |
| Cc1ccccc1N1C(=O)c2ccccc2N2C(=O)c3ccccc3C12 (centres undefined) | 3% | ? | 16% | 6 | -3% | 3% | -24% | 32% | -6% |
| O=C(CSc1ncccc1C(=O)O)Nc1ccc2c(c1)OCCO2 | i | ? | 0% | -1 | -16% | -16% | -33% | 19% | -3% |
| C=CCOc1ccccc1/C=C/C(=O)O | 0% | 10%[59 µM] | -7% | 0 | 16% | -11% | -4% | 33% | -2% |
| O=c1[nH]c(=S)[nH]cc1S(=O)(=O)c1cccc(Cl)c1 | -11% | 40µM* | 1% | 0 | -3% | -33% | -16% | 18% | -8% |
| CC(C)C(OC(=O)CN1C(=O)COc2ccccc21)C(=O)NC1CCCC1 (centres undefined) | -2% | -23% | 7% | 2 | 23% | 2% | -29% | 15% | 4% |
| O=C(CSc1nc2[nH]c(=O)cc(O)c2s1)Nc1ccc(Cl)c(C(F)(F)F)c1 | -5% | -1%[12.7 µM] | -1% | 1 | 28% | -29% | -4% | 19% | -19% |
| COCC(=O)Nc1cc(OC)c(Cl)cc1OC | 3% | 0%[12.7 µM] | 0% | 5 | 2% | -1% | 8% | 46%[activator] | -3% |
| CCC(=O)NC(NC(=S)Nc1cccc2cccnc12)C(Cl)(Cl)Cl (centres undefined) | -7% | ? | 12% | 4 | 1% | -18% | ? | 21% | -11% |
| Cc1ccc(C(c2sc3nc(C)nn3c2O)N2CCOCC2)cc1 (centres undefined) | -9% | -7% | -4% | 66 | -1% | 1% | -1% | 21% | -15% |
| CC1=C(c2ccc(Cl)cc2)[N+](=O)C(C)(C)N1[O-] | -3% | 50µM* | -10% | -7 | 2% | -26% | -2% | -11% | -1% |
